Compound activity as filed in PubChem BioAssay.
NPYLR7 ag: mosquito NPYLR7 agonism. actives 0.15% (n = 270,000). HEK293T NPYLR7/Galpha15, GCaMP6s calcium fluorescence. activation, % at 10 µM; in the data active = activation above about 40%;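 also: 0% = vehicle and 100% = reference agonist at the receptor; some compounds past the cut are filed as inactive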
mcGAS lum: inhibitors of mouse cGAS; Q8C6L5; recombinant cGAS, Kinase-Glo ATP depletion luminescence; inhibition, % at 12.5 µM; actives 0.15% (n = 160,000); AID 1259399;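 also: 0% = negative control wells and 100% = reference inhibitor with no enzyme activity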
hcGAS inh: inhibitors of human cGAS; recombinant h-cGAS, ATP depletion, Kinase-Glo luminescence; inhibition, % at 12.5 µM; actives 0.081% (n = 290,000); AID 1259398;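 also: 0% = vehicle reaction and 100% = reaction without DNA for no activity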
Target sequence (Q8N884 whole entry, looked up): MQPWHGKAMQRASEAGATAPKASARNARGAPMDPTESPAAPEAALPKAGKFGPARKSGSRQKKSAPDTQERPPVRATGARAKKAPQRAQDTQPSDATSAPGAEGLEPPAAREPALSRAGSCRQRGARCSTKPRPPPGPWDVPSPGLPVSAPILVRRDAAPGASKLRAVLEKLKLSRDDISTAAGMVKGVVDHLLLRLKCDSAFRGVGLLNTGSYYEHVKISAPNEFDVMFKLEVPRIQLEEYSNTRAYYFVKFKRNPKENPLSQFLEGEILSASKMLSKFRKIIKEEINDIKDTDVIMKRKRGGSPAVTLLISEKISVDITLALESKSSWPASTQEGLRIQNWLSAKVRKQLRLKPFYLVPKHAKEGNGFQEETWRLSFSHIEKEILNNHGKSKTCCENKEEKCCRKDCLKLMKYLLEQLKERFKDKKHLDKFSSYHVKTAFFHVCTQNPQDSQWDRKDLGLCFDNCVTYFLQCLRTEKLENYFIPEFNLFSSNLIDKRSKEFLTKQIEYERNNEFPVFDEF
The depositor's hits bear a star; . = no result given; & = joins results of further samples. Rule as the data show it, unless noted: active = inhibition above about 40%; inactive = the rest.

Every second line gives: NPYLR7 ag	mcGAS lum	hcGAS inh
> NCC(O)CC(=O)O (stereo not drawn)
→ 11	.	4
> COc1ccc(C=C(C#N)C(N)=S)cc1O
→ 15	.	-4
> CCN(Cc1nccc(N)n1)Cc1ccccc1C
→ 13	.	-10
> Cc1ccc(CNC(=O)CCC2CCCN(Cc3cccc4cccnc34)C2)o1 (stereo not drawn)
→ 12	-10	-7
> CC(=O)c1cccc(S(=O)(=O)N2CCN(CC(=O)NC3(C#N)CCCCC3)CC2)c1
→ 10	-3	0
> CCCCC(CC)C(=O)Nc1ccc(N2CCCC2)c(C(=O)NCC(C)C)c1 (stereo not drawn)
→ -8	0	-2
> Cc1ccccc1-c1cnnc(N2CCCC(CN3CCOCC3)C2)n1 (stereo not drawn)
→ -5	-4	-8
> O=C(O)C1CC2(CCNCC2)CN1Cc1cccc2nonc12 (stereo not drawn)
→ 7	.	-5
> O=C(CCN1CCCCC1c1cccnc1)Nc1nc2ccccc2s1 (stereo not drawn)
→ -6	-4	-4
> O=C(Cn1nc(-c2cccs2)c2sc(N3CCOCC3)nc2c1=O)NCc1ccccc1
→ -1	-7	-9
> O=C(Nc1nnc(C(F)(F)F)s1)c1ccco1
→ -5	10	6
> Cc1ccc2c(c1)CN(CC(=O)NCc1cn3c(C)cccc3n1)CC(c1ccsc1)O2 (stereo not drawn)
→ -5	-2	3
> Cc1nn(-c2ccccc2)c(Cl)c1C(=O)NC(C)CCCC(C)C (stereo not drawn)
→ -2	-15	-7
> CC(C)(C)c1cc2nc(-c3ccccc3F)cc(C(=O)NCc3ccc(F)cc3)n2n1
→ -7&20	-6&-6	-7&-4
> CCCCNC(=O)[C@@H]1CC=CC[C@@H]1C(=O)N1C[C@H]2C[C@H](O)[C@H](O)C[C@H]2C1
→ 5	.	-5
> Cc1ccc(OC(=O)Cn2cnc3c2c(=O)n(C)c(=O)n3C)cc1C
→ 0	.	6
> COc1ccccc1NC(=O)NCCS(=O)(=O)c1c(C)n(Cc2ccccc2)c2ccccc12
→ 4	.	0
> CC(C)CC(C)NC(=O)c1cccnc1Oc1ccc(Cl)cc1 (stereo not drawn)
→ -7	-5	-6
> C[n+]1ccn2cccc2c1-c1ccccc1
→ 3	.	-7
> CN(C)C(=O)C1CCCN1C(=O)c1ccoc1 (stereo not drawn)
→ 7	.	-4
> CCN1CCN(S(=O)(=O)c2ccc(OC)c(N3CCN(C(=O)CCCCCCl)CC3)c2)CC1
→ 27	-8	-2
> O=C(CSc1nc(=O)[nH]c2c1CCCC2)NCc1ccc2c(c1)OCO2
→ 1	-8	-5
> Cc1ccc(C(=O)NCC(=O)N2CCN(c3nccs3)CC2)cc1C
→ 0	.	-5
> CC(=O)NS(=O)(=O)c1ccc(N=Cc2nc(-c3cccc4ccccc34)oc2O)cc1
→ -2	.	-6
> COc1ccc(C)cc1S(=O)(=O)NCCNc1cc(-n2nc(C)cc2C)nc(C)n1
→ -9	-1	3
> C/C=C/C(=O)N1CCN(c2nc3nccc(-c4cccnc4)n3n2)CC1
→ .	1	-2
> C/C(=N/NC(=O)CSc1nnc(-c2ccccc2)n1-c1ccccc1)c1ccco1
→ -1	.	1
> CCc1oc(C(=O)N2C[C@@H](N)C[C@H]2C(=O)NC)cc1CN1CCCC1
→ 4	-6	-3
> Cc1cnc(CN(C)C(=O)C23CC4CC(C)(CC(C)(C4)C2)C3)[nH]1
→ -5	.	1
> CCN(Cc1cnn(C)c1)C(=O)c1cc2ccccc2o1
→ 2	-13	-3
> CCCn1cc(NC(=O)c2ccc3c4c(cccc24)CC3)ccc1=O
→ -10	3	11
> Cc1nc(SC2CCN(c3ccccc3F)C2=O)oc1C (stereo not drawn)
→ -2	-14	-5
> CCCCCC(C)(C)NC(=O)CN1CCOCC1
→ .	0	9
> CN(C(=O)Cn1cnc2c(nnn2-c2ccc(OC(F)(F)F)cc2)c1=O)c1ccccc1
→ -2	-10	-4
> O=C1OC(c2ccccc2)OC(=O)C1=C/C=C/c1ccccc1 (stereo not drawn)
→ -6	.	-3
> COc1ccc(S(=O)(=O)NC(C)Cn2cccn2)cc1OC (stereo not drawn)
→ 0	.	-2
> COc1cc(C)ccc1Oc1cc(N2CCN(C(=O)c3ccc(Cl)cc3)C(C)C2)ncn1 (stereo not drawn)
→ -7	0	10
> CCCNC(=O)c1nnc2n1CCN(C(=O)C(c1ccccc1)c1ccccc1)C2
→ 6	.	-7
> Cc1noc(C)c1C(=O)N1CCc2c(c(C(=O)N(C)Cc3cscn3)nn2Cc2ccccc2)C1
→ 17	-6	-4
> Cc1c(CC(=O)N2CCSCC2)c2c(n1CC1CCCO1)CCCC2=O (stereo not drawn)
→ 2	.	-5
> CC(C)c1nccc(C2CC(=O)Nc3n[nH]c(-c4ccccc4)c32)n1 (stereo not drawn)
→ 2	.	1
> CCC(=O)N(Cc1cc(NC(=O)c2ccco2)ccc1N(C)C)C1CC1
→ .	-12	-8
> OCC1(CCCc2ccccc2)CCN(Cc2cccnc2)CC1
→ 4	-3	-3
> Cc1cc(C)n(-c2ccc(C(=O)N3CCC(CO)(Cc4ccccc4)CC3)cc2)n1
→ 2&10	.	-4&-11
> COC(=O)c1c(NC(=O)CSc2nnc(-c3ccncc3)n2C)sc2c1CCC2
→ -4	0	-5
> CCCCn1cnc2c(-c3ccccc3)cn(CC(=O)N3CCN(c4ccc(F)cc4)CC3)c2c1=O
→ 4	.	-2
> COc1ccc2nc(-c3ccc(C)c(NS(=O)(=O)c4cccs4)c3)cn2n1
→ -12	-10	-6
> CN(CC(=O)Nc1cc(Cl)cc(Cl)c1)CC1OCCO1
→ -7	-4	-9
> Cc1ccc(S(=O)(=O)N(C(=O)C2CCC2)c2ccc(O)cc2)s1
→ -1	.	-6
> C[N+]1(C)CCC(OC(=O)C(O)(c2ccccc2)C2CCCC2)C1 (stereo not drawn)
→ -2&-1&0	-4	-1&-1&-2&-6
> CCc1ccc(Cn2ccc3c(-c4ccc(C)cc4)c(OC(=O)N(CC)CC)ccc32)cc1
→ 10	-4	2
> CCSc1nc2c([nH]c3ccccc32)c(=O)n1-c1ccc(F)cc1
→ 7	-9	-8
> COc1ccccc1C(C)N(C)C(=O)c1cn(Cc2c(F)cccc2F)nn1 (stereo not drawn)
→ 8	-11	-9
> CC(C)(N)COc1ccc(C(F)(F)F)cn1
→ 5	.	-11
> O=C(c1ccc(SC(F)(F)F)cc1)N1CCC2(CC1)C(=O)NCN2c1ccccc1
→ -4	-5	-12
> Cn1c(=O)c2ccc(C(=O)N(Cc3ccc(C#N)cc3)CC(F)(F)F)nc2n(C)c1=O
→ 4	.	-8
> Cc1cccc(-n2nc(-c3ccccc3Cl)cc2C(=O)O)c1
→ 15	.	-5
> O=C(O)COc1ccccc1CN1C[C@@H]2[C@@H]3CC[C@@H](C3)[C@@H]2C1
→ 1	.	-8
> CN(CCCn1cccn1)C(=O)[C@]12CC[C@](C)([C@@H](O)C1)C2(C)C
→ 15	.	-7
> COCCC1(CNC(=O)CCC(=O)c2ccccc2)CC1
→ 0	.	-6

Structural class, those above containing a Cl atom (six)
Every second line gives: NPYLR7 ag	mcGAS lum	hcGAS inh
> Cc1nn(-c2ccccc2)c(Cl)c1C(=O)NC(C)CCCC(C)C (stereo not drawn)
→ -2	-15	-7
> CC(C)CC(C)NC(=O)c1cccnc1Oc1ccc(Cl)cc1 (stereo not drawn)
→ -7	-5	-6
> CCN1CCN(S(=O)(=O)c2ccc(OC)c(N3CCN(C(=O)CCCCCCl)CC3)c2)CC1
→ 27	-8	-2
> COc1cc(C)ccc1Oc1cc(N2CCN(C(=O)c3ccc(Cl)cc3)C(C)C2)ncn1 (stereo not drawn)
→ -7	0	10
> CN(CC(=O)Nc1cc(Cl)cc(Cl)c1)CC1OCCO1
→ -7	-4	-9
> Cc1cccc(-n2nc(-c3ccccc3Cl)cc2C(=O)O)c1
→ 15	.	-5

Next compounds follow:
Every second line gives: NPYLR7 ag	mcGAS lum	hcGAS inh
> CC(C)C(NC(=O)C(=O)Nc1ccc(Cl)cc1F)c1ccccn1 (stereo not drawn)
→ 2	-17	-8
> Cc1cc2c(cc1C(=O)N1CCOC(C(F)(F)F)C1)OCCO2 (stereo not drawn)
→ -2	.	-7
> Cc1ccccc1Cn1cnc2c(nnn2C)c1=O
→ 0	.	-5
> COc1ccccc1C(=O)Nc1cc(C)nn1-c1ncnc2c1cnn2-c1ccc(C)cc1C
→ 5	-8	-4
> CCOC(=O)N1CCN(C(=O)c2csc(CN(CCOC)C(=O)Nc3ccc(OC)cc3)n2)CC1
→ -4	-6	-11
> COc1cccc(NC(=O)N(CCC(C)C)CC(=O)Nc2cc(C(C)(C)C)nn2-c2cccc(C)c2)c1
→ 26	-5	-1
> COCCN(CC(=O)N1CCc2sccc2C1c1ccccc1C)C(=O)C(Cl)Cl (stereo not drawn)
→ 4	-2	-4
> O=C(c1c(OCC2CC2)cc(=O)n2c1CCOCC2)N1CCCCCC1
→ .	-3	-8
> Cc1c(Br)c([N+](=O)[O-])nn1CC(=O)NC(C)c1ccccc1 (stereo not drawn)
→ 3	2	-1
> O=C1c2ccccc2C(=O)N1CC#CCN1CCN(C(c2ccccc2)c2ccccc2)CC1
→ 14	-7	-6
> CNC(=O)[C@@H]1C[C@@H](O)CN1C1CCN(Cc2cnn(C(C)C)c2)CC1
→ .	-6	-9
> CCCCc1ccc(-c2ccc(-n3cncc3C(=O)NC(C)c3ccc(Br)cc3)cc2)cc1 (stereo not drawn)
→ 14	-6	-4
> CC(=O)c1ccc(NC(=O)c2cccc(S(=O)(=O)N3CCOCC3)c2)cc1
→ 3	-1	2
> Cc1ccc(-c2c(C)oc(C)c2C(=O)NCC2CCCCC2)cc1
→ -1	-3	-5
> C=CCn1c(=O)c2c(nc3n2CC(C)CN3c2ccc(CC)cc2)n(C)c1=O (stereo not drawn)
→ -8	0	7
> Cc1ccc(NC(=O)NC(=O)C(C)Sc2nnnn2C(C)C)c(C)c1 (stereo not drawn)
→ 13	.	-11
> CC(C)c1cccc(N(C)C(=O)Cc2ccc(S(N)(=O)=O)cc2)c1
→ 9	.	-5
> O=C(CNC(=O)c1cccs1)N=Nc1c(O)[nH]c2ccccc12
→ -4	-2	-3
> O=C(NCCOc1ccc(F)cc1)c1ccc([N+](=O)[O-])cc1Cl
→ -8	.	-1
> Cc1noc(-c2ccncc2)c1C(=O)NCc1cccnc1
→ 15	-8	-8
> C=CCc1c(C)c(C#N)c2nc3ccccc3n2c1N1CCCC1
→ 7	-8	-11
> Cc1ccc(NC(=O)c2cc(-c3ccc(Cl)s3)nc3ccccc23)cc1[N+](=O)[O-]
→ -20	3	3
> CNC(=O)C(=O)NCCCn1ccnc1
→ 3	.	-9
> COCCN(C)c1nc2nonc2nc1N1CCCCCC1
→ 7	.	-6
> CCN(C(=O)COCc1ccccc1)C(C)C(=O)c1c(C)c(C(=O)OC)n(C)c1C (stereo not drawn)
→ -5	-5	-9
> CNC(=O)C(C)N(C)Cc1ccccc1OC(F)F (stereo not drawn)
→ -1	.	-8
> CNC(=O)c1ccc(C2CCCN2C(=O)c2cnc3ccnn3c2C)s1 (stereo not drawn)
→ 11&2	-2	-6&0
> COc1cc2c(cc1NC(=O)c1ccc3ccccc3n1)oc1ccccc12
→ 9	.	-10
> COc1cccc(COC2CN(Cc3ccccn3)C(=O)CN(C(=O)c3cccc4nccnc34)C2)c1 (stereo not drawn)
→ 17	-7	-11
> CN(C)CCCNC(=O)c1c(OCc2ccccn2)nn2ccsc12
→ 8	.	-7
> Cc1ccsc1CN(CCN1CCOCC1)Cc1ccc(C(C)(C)O)o1
→ 12	-3	-7
> O=C(CC1COCCN1)NCc1csc2ccc(Cl)cc12 (stereo not drawn)
→ 6	.	-4
> CCOC(=O)C1C(=O)C=C(c2cccc(OC)c2)CC1c1cccc(OC)c1OC (stereo not drawn)
→ 2	-5	-2
> Cc1ccccc1CO[C@]1(C(=O)NCc2ccco2)CC(OCc2ccc(C#N)cc2)[C@H](O)[C@H](O)C1 (stereo partly drawn)
→ 7	-4	-3
> COc1ccccc1CCNC(=O)CC(=O)Nc1ccc(F)c(Cl)c1
→ 8	-16	-4
> O=C(NCCc1ccccn1)c1coc(CN(Cc2cccc(Oc3ccccc3)c2)Cc2ccc3c(c2)OCO3)n1
→ 17	-6	-2
> Cc1cccc(-c2ccnc3nc(N4CCN(C(=O)c5cc(F)ccc5C)CC4)nn23)c1
→ .	-7	-5
> O=C(c1ccc(-c2cccc(C(F)(F)F)c2)o1)N1CCN(S(=O)(=O)c2ccccc2F)CC1
→ 1	.	-6
> CCSc1nnc(SCC(=O)Nc2nnc(C(C)C)o2)s1
→ 2	.	-10

Reprinted at random: 4 entries already listed.
Every second line gives: NPYLR7 ag	mcGAS lum	hcGAS inh
> CCN1CCN(S(=O)(=O)c2ccc(OC)c(N3CCN(C(=O)CCCCCCl)CC3)c2)CC1
→ 27	-8	-2
> COc1ccc(C)cc1S(=O)(=O)NCCNc1cc(-n2nc(C)cc2C)nc(C)n1
→ -9	-1	3
> Cc1noc(-c2ccncc2)c1C(=O)NCc1cccnc1
→ 15	-8	-8
> COC(=O)c1c(NC(=O)CSc2nnc(-c3ccncc3)n2C)sc2c1CCC2
→ -4	0	-5

5 neighbouring records already listed, for reference:
Every second line gives: NPYLR7 ag	mcGAS lum	hcGAS inh
> Cc1ccc(S(=O)(=O)N(C(=O)C2CCC2)c2ccc(O)cc2)s1
→ -1	.	-6
> C[N+]1(C)CCC(OC(=O)C(O)(c2ccccc2)C2CCCC2)C1 (stereo not drawn)
→ -2&-1&0	-4	-1&-1&-2&-6
> CCc1ccc(Cn2ccc3c(-c4ccc(C)cc4)c(OC(=O)N(CC)CC)ccc32)cc1
→ 10	-4	2
> CCSc1nc2c([nH]c3ccccc32)c(=O)n1-c1ccc(F)cc1
→ 7	-9	-8
> COc1ccccc1C(C)N(C)C(=O)c1cn(Cc2c(F)cccc2F)nn1 (stereo not drawn)
→ 8	-11	-9
